TTR transcr act: TTR transcription activation, primary screen; SH-SY5Y TTR promoter Gaussia luciferase, luminescence; 100% = recombinant luciferase protein wells; activation, % at 16.7 µM; 92,000 tested, 1.3% active;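 active = activation above the mean of all tested compounds plus 3 SD, cut at about 9.5% in these data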;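 note: cells exposed to compounds for one day before reading; 0% = median of all test compound wells on the plate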
The depositor's hits bear a star; ! = repeats disagree. These rows are one share of the data; count on the stated rates, not on these rows.

SMILES | TTR transcr act
Cc1cc2ccccn2c1C(=O)Nc1ccccc1 | 0.2
O=[N+]([O-])c1cc(S(=O)(=O)N2CCCC2)ccc1N/N=C/c1cccs1 | 2.6
NNC(=O)c1nnn(-c2nonc2N)c1CN1CCCC1 | 1.2
O=C(COc1ccccc1)Nc1ccc2[nH]ncc2c1 | 5.8
CC1CCN(C(=S)c2cccc(O)c2)CC1 | -1.9
COC(=O)[C@H](C)NC(=O)[C@H](CC(C)C)NC(=O)OC(C)(C)C | -2.0
Cn1c(SCC(=O)NNC(=S)Nc2ccccc2)nnc1-c1ccccc1 | -1.2
Clc1ccc(-n2c(SCc3nc4ccccc4[nH]3)nnc2-c2ccncc2)cc1 | 1.7
O=C(Cc1cc(=O)[nH][nH]1)N/N=C/c1cccc(Cl)c1Cl | 22.8*!
COC(=O)c1sccc1NC(=S)N1CCN(c2ccccc2F)CC1 | -0.1
Cc1ccc(S(=O)(=O)/N=C(\N)c2ccc(Cl)cc2)cc1 | 2.2
N#Cc1ccc(C23CC4(C2)[C@H](CN(Cc2ccc(-c5ccccc5)cc2)[C@@H]4c2ccccc2)C3c2ccc(C(F)(F)F)cc2)cc1 (stereo not given in full) | -1.1
COc1ccc(-c2nc(C=O)cs2)cc1 | -1.1
O/C(=C\c1ccc2ccccc2n1)c1ccncc1 | 4.7
O=C(NNC(=O)c1csc(-c2cccnc2)n1)c1ccccc1 | -0.5
COC(=O)C1=C(C)N(CCc2cc(OC)c(OC)c(OC)c2)C(=O)N[C@H]1c1ccccc1 | -1.0
C[C@H]1C2CC(OC(=O)Nc3ccc(C#N)cc3)C(C2)[C@H]2CCCCN21 (stereo not given in full) | -0.1
CCc1nc2ccc(C(=O)NCCCn3ccnc3)cn2c1N(C)C(=O)c1cccc(OC)c1 | -1.2
CCN1C(=O)c2cccc3c(NC(=O)C4CCCCC4)ccc1c23 | 1.7
Cc1nn(Cc2ccc(C(=O)N3CCCC3)o2)c(C)c1[N+](=O)[O-] | -0.1
COc1cc(NC(=S)N2CCc3ccccc3C2)cc(OC)c1 | 0.6
Cc1c(Cl)cccc1NC(=S)N1CCN(c2ncccn2)CC1 | -0.3
Fc1cccc(Oc2nc3ccccc3n3cccc23)c1 | 2.9
Cc1cc(C)cc(NC(=O)c2ccc(S(=O)(=O)N(C)CC3CCCO3)cc2)c1 (stereo not given) | -0.9
COC(=O)c1ccccc1C(=O)N1CCCC(C(=O)c2cc(F)ccc2F)C1 (stereo not given) | 0.6
O=C(Nc1cc(C(F)(F)F)ccc1Cl)c1cc(C2CC2)on1 | 1.8
c1ccc(C2=Nc3c(ccc4ccccc34)C(c3ccncc3)=NN2)cc1 | 0.3
O=C(NCC1CCCO1)c1cccc(S(=O)(=O)NCc2ccccc2)c1 (stereo not given) | -2.5
O=C1O/C(=C/c2ccccc2)c2ccccc21 | -0.6
COc1ccc(NC(=O)CS(=O)c2cccc(C(F)(F)F)c2)cc1 (stereo not given) | 1.3
Nc1nnc(CCS(=O)(=O)c2cc(Cl)ccc2Cl)s1 | 23.5*
CCCCOc1cccc(OCCCC)c1C(=O)Nc1cc(C)on1 | 0.5
CCCCCCC1NC(C(=O)O)CS1 (stereo not given) | -0.7
CCC(C)(C)NC(=O)CCn1c(-c2ccccc2)cc(C(C)=O)c1C | 1.8
COc1cccc(C(=O)N(c2ccccc2)C2C=CS(=O)(=O)C2)c1 (stereo not given) | 0.1
CC(=O)/C(=N/Nc1ccccc1)Sc1nnc(CCc2ccccc2)n1-c1ccccc1 | -1.5
O=C(NCc1ccco1)c1cccc(S(=O)(=O)N2CCc3ccccc32)c1 | -0.1
Cc1nc2cc(-c3ccccc3)nn2c(C)c1CCC(=O)NC(C)c1ccc2c(c1)OCCO2 (stereo not given) | -1.2
C=CCOC(=O)C(C#N)c1nc2ccccc2nc1N1CCN(Cc2ccccc2)CC1 (stereo not given) | -1.6
Cc1ccc2ncnc(Nc3ccc(C)c(C)c3)c2c1 | -1.8

5 compounds already listed, arranged by length of the SMILES, low to high.
SMILES | TTR transcr act
Fc1cccc(Oc2nc3ccccc3n3cccc23)c1 | 2.9
Nc1nnc(CCS(=O)(=O)c2cc(Cl)ccc2Cl)s1 | 23.5*
COc1ccc(NC(=O)CS(=O)c2cccc(C(F)(F)F)c2)cc1 (stereo not given) | 1.3
CCC(C)(C)NC(=O)CCn1c(-c2ccccc2)cc(C(C)=O)c1C | 1.8
C=CCOC(=O)C(C#N)c1nc2ccccc2nc1N1CCN(Cc2ccccc2)CC1 (stereo not given) | -1.6

Additional compounds follow:
SMILES | TTR transcr act
Cc1ccc2c(c1)nnn2C1CCN(CC(=O)NNC(=O)c2ccco2)CC1 | 0.7
CCC[C@H]1[C@@H](NC(=O)c2cccc(N(C)C)c2)CC[C@@]23CCCN2C(=O)CCC[C@@H]13 | 3.3
COC(=O)C1=C(C(=O)OC)[C@@H]2Nc3ccccc3[C@@]23C[C@@H](C(=O)OC)N(C(=O)c2cccs2)C3=N1 | 5.3
COc1ccccc1N(CC(=O)NCc1ccco1)S(C)(=O)=O | 2.0
Cc1cccc(C)c1NC(=O)CN1C(=O)C(C)Oc2ccccc21 (stereo not given) | 15.3*
Cc1ccccc1N1C(=O)C2ON(c3ccccc3)C(c3ccncc3)C2C1=O (stereo not given) | -2.7
C[C@]12C=CC(=O)C=C1CCC1C2CC[C@@]2(C)C1CCC21OCCO1 (stereo not given in full) | 0.6
CCN(c1ccccc1)S(=O)(=O)c1ccc(C(=O)Nc2cccc(NC(C)=O)c2)cc1 | -1.0
O=C(Nc1ccc2c(c1)OCCO2)C1c2ccccc2OCC(=O)N1CC(F)(F)F (stereo not given) | -1.3
CC1CN(C(C)C)C(=S)N(c2ccccc2)C1=O (stereo not given) | 1.0
CCOc1ccc2c(c1)nc(SCC(=O)c1ccc(Br)s1)n2C | -1.1
COc1ccc2nc(SCC(=O)Nc3cc(C)on3)[nH]c2c1 | 2.5
Cn1c(CSc2ncccn2)nnc1SCC(=O)N1CCCc2ccccc21 | 3.6
CNc1cc(CSC)nc(SCc2ccc(Cl)cc2Cl)n1 | 4.2
CCSc1nc2sc3c(c2c2[n+]1CC(CBr)O2)CCCC3 (stereo not given) | -0.7
CC(Sc1ncccn1)C(=O)Nc1ccc2c(c1)OCCO2 (stereo not given) | -0.7
Cc1ccccc1NC(=O)/C(C#N)=C/c1ccc(-c2ccc(Cl)c(C(=O)O)c2)o1 | -4.6
CCN1CCN(C(=O)NC(c2ccc(C)c(F)c2)C(Cl)Cl)CC1 (stereo not given) | -0.4
CCc1sc(C(=O)Nc2cccc(-n3cnnn3)c2)cc1C | -1.1
CC(=O)NC1(c2ccc(F)cc2)CCN(C(=O)c2c(F)cccc2F)CC1 | 0.9
CC(OC(=O)Cc1ccc(Br)cc1)C(=O)NC1CCCC1 (stereo not given) | -0.2
CC(=O)/C(C#N)=C1\NC(=O)C(Cc2ccc(F)cc2)S1 (stereo not given) | 2.0
O=C(COc1cccnc1[N+](=O)[O-])NCCc1ccccc1 | -1.0
O=C(Nc1ccncc1NC(=O)c1cccc([N+](=O)[O-])c1)c1cccc([N+](=O)[O-])c1 | -1.0
CCN1CCc2c(sc3c2c(NCc2ccco2)nc2nnnn23)C1 | 2.3
CCCCOC(=O)C(NC(=O)c1ccccc1)=C(C)C | -1.8
O=C1CCN(Cc2ccccc2)CCN1[C@H](COc1ccccc1)c1ccccc1 | 8.4
COc1ccc(S(C)(=O)=O)cc1S(C)(=O)=O | 1.0
O=C(Nc1cnc2ccccc2c1)c1ccco1 | 0.1
CC(C)CC1C(=O)N(Cc2cn(CC3CCCCC3)nn2)CCS(=O)(=O)N1Cc1ccc(-c2ccc(F)nc2)cc1 (stereo not given) | -0.6
CCN(CC(=O)Nc1c(F)cccc1F)C(=O)CNC(=O)c1ccc2c(c1)OCO2 | -0.1
CC(=O)c1cc(C#N)c(NCCCN(C)C)nc1C | 3.0
Cc1ccccc1/C=N/Nc1ccnc2cc(Cl)ccc12 | -6.1
O=C(Nc1ccccc1C(=O)O)c1ccc(CN2C(=O)c3ccccc3C2=O)cc1 | 0.2
COc1ccc(NC(=O)C2CC(=O)N(c3ccccc3C)C2)c(OC)c1 (stereo not given) | 8.3
CC(=O)Nc1c2c(nn1-c1ccccc1C)CSC2 | 1.1
Cn1ncc(Cl)c1C(=O)NC(=S)Nc1sc2c(c1C#N)CCCCC2 | -0.6
Cc1ccc2cc(CN(CC3CCCO3)C(=O)Nc3ccccc3F)c3nnnn3c2c1 (stereo not given) | -1.1
CC1CCc2nc3ccc(S(=O)(=O)N4CCC(C(=O)NC5CCCC5)CC4)cc3c(C(=O)O)c2C1 (stereo not given) | 1.1
CCN1C(=O)[C@H]2[C@H]3CN=C(SC)N3[C@@](C)(C(=O)OC)[C@H]2C1=O | -0.7

In the list so far, these have a cyano group:
SMILES | TTR transcr act
N#Cc1ccc(C23CC4(C2)[C@H](CN(Cc2ccc(-c5ccccc5)cc2)[C@@H]4c2ccccc2)C3c2ccc(C(F)(F)F)cc2)cc1 (stereo not given in full) | -1.1
C[C@H]1C2CC(OC(=O)Nc3ccc(C#N)cc3)C(C2)[C@H]2CCCCN21 (stereo not given in full) | -0.1
C=CCOC(=O)C(C#N)c1nc2ccccc2nc1N1CCN(Cc2ccccc2)CC1 (stereo not given) | -1.6
Cc1ccccc1NC(=O)/C(C#N)=C/c1ccc(-c2ccc(Cl)c(C(=O)O)c2)o1 | -4.6
CC(=O)/C(C#N)=C1\NC(=O)C(Cc2ccc(F)cc2)S1 (stereo not given) | 2.0
CC(=O)c1cc(C#N)c(NCCCN(C)C)nc1C | 3.0
Cn1ncc(Cl)c1C(=O)NC(=S)Nc1sc2c(c1C#N)CCCCC2 | -0.6

Continued:
SMILES | TTR transcr act
O=C(NC1CCCN(Cc2ccc(Cl)cc2)C1)c1ccccc1C(F)(F)F (stereo not given) | -2.6
CCCCOC(=O)n1c(SCC(=O)N(C)C)nc2ccccc21 | 5.9
CSc1sc(C(=O)NCC2CC2)c2c1S(=O)(=O)N(C)c1ccccc1-2 | 2.7
CC(CC(=O)Nc1cccc(F)c1)S(=O)(=O)c1ccc2c(c1)NC(=O)CO2 (stereo not given) | -0.1
C=CCc1cc(C)ccc1OCCn1ccnc1 | 0.3
COc1ccc(CN(CC2CCC(C(=O)O)CC2)C(=S)Nc2cc(Cl)ccc2OC)cc1 (stereo not given) | -0.2
COCC(=O)NC1CC2CCC(C1)N2C(=S)Nc1ccccc1C(=O)OC (stereo not given) | 1.6
C=CCn1c(COc2ccc(F)cc2)nnc1SCC(=O)N1CC(=O)Nc2ccccc21 | 3.9
C=CCc1cc(C)ccc1OCCOCCC(C(=O)OCC)C(=O)OCC | 3.1
CCNC(=O)CSc1ncnc2sccc12 | 2.6
COC(=O)c1c(C)oc2ccc(N(C(=O)c3ccncc3)S(=O)(=O)c3ccc(C)cc3C)cc12 | -0.6
COc1ccc(CN2CCNC(=O)C2CC(=O)N(C)CCC2CCOCC2)cc1OC (stereo not given) | 1.5
COc1ccccc1C1=NOC(Cn2c(NCC3CCCO3)nc3c2c(=O)n(C)c(=O)n3C)C1 (stereo not given) | 0.5
COc1ccc(C(=O)NCC(c2cccs2)N2CCOCC2)cc1OC (stereo not given) | -0.7
CC(C)(C)c1cc(C(=O)NNC(=O)Nc2cccc(Cl)c2)n(Cc2ccccc2)n1 | 1.7
CN(C)c1nc(-c2ccccn2)nnc1-c1ccccc1 | 2.0
CSc1nc(NCCOCCO)c2sc3nc(-c4ccco4)c4c(c3c2n1)CCC4 | -3.1
CCOC(=O)c1sc2nc(C)nc(SCC(=O)NC(C)CCc3ccccc3)c2c1C (stereo not given) | 3.5
Cc1cc(NC(=O)CN2CCCC(C)C2)n(-c2nc3ccccc3s2)n1 (stereo not given) | 0.1
CCc1nc2ccc(C(=O)N(C)CCN(C)C)cn2c1N(C)Cc1cc2ccccc2s1 | 0.2
COCCNC(=S)N/N=C/c1ccc(N2CCOCC2)cc1 | -2.4
Cc1cc(=O)n2nc(N3CCCC(C(=O)NCc4cccc(Cl)c4)C3)sc2n1 (stereo not given) | 1.2
CC1CCN(S(=O)(=O)c2ccc3c(c2)C(=NO)c2cc(S(=O)(=O)N4CCC(C)CC4)ccc2-3)CC1 | -10.2
CCC1=C(OC(=O)N(CC)CC)N2C(=O)OC(=NCC(=O)OC)[C@]2(Cc2ccccc2)[C@H]2C1=CC[C@H]1C(=O)N(c3ccccc3)C(=O)[C@H]12 | 1.6
CC(=O)c1ccc(OCCCC(=O)OCC(=O)Nc2ccc3[nH]c(=O)[nH]c3c2)cc1 | 4.9
c1ccc(C(c2ccccc2)c2noc(CN3CCN(C4CCCC4)CC3)n2)cc1 | -0.7
CN1CC(C(=O)O)Cc2c1ccc1ccccc21 (stereo not given) | 0.6
O=C1c2ccccc2C(=O)C1c1ccccn1 | 2.1
CCc1noc(C)c1C(=O)Nc1cccc2ncccc12 | 3.4
CCCCCCCC(=O)N/N=C(\C)c1ccc(O)cc1O | -0.2
COC(=O)c1ccc(-c2nc(-c3cccs3)no2)cc1 | 13.4*
CC(C)N(Cc1nc(-c2ccc(Cl)cc2)no1)C(=O)CCC1CCCC1 | -1.7
O=C(NCc1ccco1)c1sc(=S)n2c1[nH]c(=O)c1ccccc12 | 1.2
COc1ccc(CCNc2ccc(C(CC(N)=O)NC(=O)c3ccc(Br)cc3)cc2[N+](=O)[O-])cc1 (stereo not given) | -2.2
CC1(C)CC2(CC(c3ccccc3)Oc3cc(O)ccc32)NC(=O)N1 (stereo not given) | -1.9
CCC(=O)Nc1cccc(C(=O)Nc2nccs2)c1 | -0.1
O=C(COc1ccc(Br)cc1Br)NN1C(=O)c2ccccc2C1=O | 0.0
CN1CCN(c2nc3c(c(=O)n(C)c(=O)n3C)n2CCSc2nnnn2-c2ccccc2)CC1 | 2.2

Compound activity: PubChem BioAssay, The Scripps Research Institute Molecular Screening Center
